High-throughput results: PubChem, several laboratories
DYRK1A inh – rat Dyrk1A kinase inhibitors, primary screen, biochemical, single point, plate reader. Dual specificity tyrosine-phosphorylation-regulated kinase 1A (Rattus norvegicus), Q63470. ADP-Glo luminescence, NFATc1 peptide. inhibition, % at 12.5 µM. 0.43% of 310,000 active. AID 504441, 2011; in the data active = inhibition above about 50%;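 note: plate controls were vehicle with enzyme for no effect and no enzyme for full effect; many of its hits are not listed in these tables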
GSK3beta inhib – human GSK3beta kinase inhibitors, primary screen, biochemical, cell-free homogeneous, HTS; GST-GSK3beta kinase, ADP-Glo luminescence, 60 min; stronger effect = lower value; activity score (negative = inhibition), % at 10 µM; 0.038% of 300,000 active;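 active = more than half of replicate wells score below -50%, meaning over 50% inhibition versus plate controls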;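 note: 0% = median DMSO wells and -100% = median GW8510 positive control wells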
Target sequence (P49841 whole entry, looked up): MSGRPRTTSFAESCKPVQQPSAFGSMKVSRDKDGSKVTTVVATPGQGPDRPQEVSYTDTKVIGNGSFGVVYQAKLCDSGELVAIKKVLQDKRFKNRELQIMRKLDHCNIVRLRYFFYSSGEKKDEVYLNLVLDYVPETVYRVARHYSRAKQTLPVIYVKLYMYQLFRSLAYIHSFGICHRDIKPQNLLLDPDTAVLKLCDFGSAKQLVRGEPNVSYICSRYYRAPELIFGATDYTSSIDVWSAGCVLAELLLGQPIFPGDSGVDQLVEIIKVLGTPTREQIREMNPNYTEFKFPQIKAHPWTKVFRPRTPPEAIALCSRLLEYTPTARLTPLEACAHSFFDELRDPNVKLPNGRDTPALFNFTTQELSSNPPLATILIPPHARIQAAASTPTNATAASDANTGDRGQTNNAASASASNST
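test system = GST-tagged human GSK3beta kinase, cell-free | reagent = 25 µM ATP with peptide substrate | dosing = one dose of 10 µM per compound | schedule = 60 min reaction, RT | detection = luminescent ADP-Glo measurement of ADP formed | control set = DMSO neutral wells and GW8510 at 20 µM as positive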
HSF1 inh – HSF1 inhibitors in luciferase reporter cells, primary screen, cell-based, NIH3T3, luminescence; NIH3T3-HGL HSE-luciferase, MG132-induced, luminescence 8 h; stronger effect = lower value; activity change, negative = inhibition, % at 7.5 µM (by protocol); 0.77% of 300,000 active;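 active = more than half of replicate wells show activity change below -50%, luminescence cut by over half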;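 note: luciferase reports HSF-1 transcriptional activity via heat shock element; 0% = median of DMSO wells and -100% = zero luminescence signal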
Platelet DG rel – inhibitors of platelet dense granule secretion, primary screen, cell-based, MLPCN, human platelets; inhibition, %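 (compounds screened at 7.5 µM in platelet-rich plasma)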; 0.22% of 300,000 active; human platelet-rich plasma, SFLLRN dense granule ATP release, luminescence;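 active = mean replicate score, as percent of positive control, at or above 50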
HSP90 inh – HSP90 inhibitors, primary screen, cell lysate, luminescence | Heat shock protein HSP 90 (rabbit reticulocyte lysate; luciferase refolding) | Rabbit reticulocyte lysate, luciferase refolding luminescence, 3 h | inhibition, % at 5.6 µM | 0.91% of 290,000 active | AID 1789, 2009;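 active = inhibition above the screen-wide mean plus 3 SD, computed separately per campaign, cut at about 16% in these data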;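 note: 0% = DMSO wells and 100% = 60 µM geldanamycin wells; inhibitors lower the luminescence because luciferase stays unfolded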
KLF5 inhibitor – KLF5 expression inhibitors, primary screen, DLD-1 cells, luminescence | DLD-1 KLF5 promoter-luciferase reporter | inhibition, % at 5 µM | 0.23% of 290,000 active | AID 1700, 2009;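 active = inhibition above a per-plate limit of that plate's mean compound inhibition plus 3 SD, cut at about 60% in these data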;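 note: 0% = DMSO wells and 100% = LY294002 at 200 µM; higher means less KLF5 promoter-driven luciferase light; inactives centre near -14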
aSyn UTR inh – MLPCN primary screen, SNCA 5' untranslated region. 0.82% of 300,000 active. inhibition, % (tested at 7.5 µM). AID 1813, 2009. alpha-synuclein 5'UTR reporter, inhibitor activity; in the data active = inhibition above about 60%;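 note: H4 neuroglioblastoma cells stably carrying SNCA 5'UTR luciferase fusion; 0% = DMSO wells and 100% = positive control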
HSF-1 act – HSF-1 activators, primary screen, NIH3T3-HGL cells, MG132 stress, luminescence, single point; NIH3T3-HGL HSF-1 luciferase reporter, 8 h; 100% = twice DMSO control signal; activation, % at 9 µM; 1.7% of 300,000 active; AID 504408, 2011;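 active = mean replicate activation of at least 50% with a set share of replicates each reaching 50%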;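 note: 0% = median of the neutral control wells and 100% = twice that signal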
IEC-6 tox – cytotoxicity in IEC-6 intestinal epithelial cells, primary screen, cytotoxicity control for KLF5 inhibitor project, cell-based, luminescence | AID 1825, 2009 | IEC-6 cytotoxicity, luminescence viability | 0.78% of 290,000 active | inhibition, % at 5 µM; in the data active = inhibition above about 22%;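 note: 0% = plate median of test compound wells and 100% = cytotoxic reference compound wells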
GSK3A inh – blockers of GSK3A enzyme activity – biochemical, luminescence, cell-free homogeneous, HTS, primary screen; AID 2650, 2010; inhibition, % at 10 µM; GSK-3 alpha kinase, ADP-Glo luminescence, 60 min; 0.1% of 320,000 active; Glycogen synthase kinase-3 alpha (Homo sapiens), P49840;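 in the data active = inhibition above about 50%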;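 note: GST-tagged GSK-3 alpha with peptide substrate and 25 µM ATP; 0% = DMSO neutral wells and 100% = GW8510 positive control wells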
Target sequence (P49840 whole entry, looked up): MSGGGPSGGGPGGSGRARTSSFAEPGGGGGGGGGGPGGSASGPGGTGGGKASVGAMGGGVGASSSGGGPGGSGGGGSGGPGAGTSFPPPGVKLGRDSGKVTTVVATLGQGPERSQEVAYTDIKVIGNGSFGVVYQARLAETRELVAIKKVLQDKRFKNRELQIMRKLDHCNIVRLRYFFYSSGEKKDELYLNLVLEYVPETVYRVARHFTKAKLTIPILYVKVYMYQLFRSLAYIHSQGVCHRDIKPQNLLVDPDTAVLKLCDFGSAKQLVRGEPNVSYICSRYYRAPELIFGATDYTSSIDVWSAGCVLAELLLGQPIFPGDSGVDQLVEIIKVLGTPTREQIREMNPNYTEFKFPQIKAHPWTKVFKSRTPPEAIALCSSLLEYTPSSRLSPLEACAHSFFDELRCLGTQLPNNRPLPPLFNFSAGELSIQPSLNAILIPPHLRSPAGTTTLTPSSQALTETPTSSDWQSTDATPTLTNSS
Numbers without * were called inactive; / = not tested or not shown. The list is partial; count on the stated rates, not on these rows.

SMILES	DYRK1A inh	GSK3beta inhib	HSF1 inh	Platelet DG rel	HSP90 inh	KLF5 inhibitor	aSyn UTR inh	HSF-1 act	IEC-6 tox	GSK3A inh
O=C(COc1ccc(Cl)cc1)NCCCNC(=O)c1cnccn1	-3.7	-1.2	-6.0	-3.5	-6.2	-9.6	1.9	-6.2	-3.7	-0.5
CCc1nn(CC(=O)NCCCN(CC)c2cccc(C)c2)c(=O)c2cc3occc3n12	/	-0.3	18.1	-3.4	-3.1	-26.4	8.0	15.9	-4.9	-1.7
CCCCC(=O)NC(c1cccs1)c1cc(Cl)c2cccnc2c1O (stereo unspecified)	-4.4	-0.9	-45.9	-4.1	0.1	12.3	80.3*	-49.2	1.3	0.1
CCOc1ccccc1NC(=S)NCc1ccccc1	4.6	-0.9	-1.7	-2.5	1.7	-0.5	-2.3	1.6	1.2	-3.0
COc1ccc(C(=O)OCC(=O)Nc2sccc2C(N)=O)cc1OC	-0.4	-0.6	-10.8	6.4	-3.8	-3.1	-12.4	-21.1	-10.1	-2.4
Cc1ccc(NC(=O)COC(=O)CNC(=O)c2ccc(Cl)cc2Cl)cc1S(=O)(=O)N1CCOCC1	-7.3	1.6	-4.4	-7.5	/	/	4.5	-5.1	/	-1.9
Nc1nc(-c2ccc(Cl)cc2)nn1C(=O)c1cccnc1	-6.3	-2.3	21.0	17.6	4.6	-20.5	-59.6	34.6	7.7	-0.3
CCCc1cc(C(=O)Nc2nnc(C)s2)cs1	1.3	-0.9	8.0	-4.1	3.2	-62.7	-115.1	39.8	5.4	-0.8
CCOC(=O)C1=C(C)NC(=S)NC1c1ccc(OC(=O)c2ccco2)cc1 (stereo unspecified)	4.4	1.1	-2.2	-4.9	1.2	15.6	8.1	21.6	8.4	-2.3
CCOC(=O)C(=O)Nc1nc(-c2ccc3c(c2)CCN3C(=O)C2CC2)c(C)s1	1.9	6.6	2.5	-3.9	5.9	-50.0	-76.4	3.1	-0.4	3.4
O=C(Nc1ccc2ccccc2c1)/C(=C/c1cccc(Br)c1)NC(=O)c1ccco1	-2.7	0.3	-6.5	6.1	3.4	4.1	8.5	5.5	4.0	/
O=C(NCc1cn2ccsc2n1)Nc1ccc(Cl)cc1	-4.6	1.1	2.9	4.6	3.3	8.1	-23.4	6.9	-3.8	2.0
CN(C)CCN(C(=O)c1ccc(S(=O)(=O)N(C)c2ccccc2)cc1)c1nc2ccc(Cl)cc2s1	0.4	1.6	4.8	-0.2	-4.9	-36.0	-44.0	1.9	4.6	-3.2
CCOCC(O)CNc1ccccc1 (stereo unspecified)	-0.6	1.8	6.9	-1.9	-5.7	-8.1	1.8	0.1	1.4	-1.6
COC(=O)c1ccc(C(=O)OC)c(NC(=O)N2c3ccccc3Sc3ccccc32)c1	-0.1	-0.2	6.8	10.7	1.2	-40.0	43.2	8.5	-3.2	-1.6
C=CCNC(=O)N1CCC(n2nccc2NC(=O)CCCc2ccccc2)CC1	0.4	1.8	-0.1	-35.3	-3.0	-15.4	-4.0	8.0	4.1	-1.3
O=C(CCCCn1c(=O)[nH]c2ccccc2c1=O)N1CCN(c2ncccn2)CC1	2.0	0.1	-3.4	-11.5	-6.0	-12.4	8.5	6.2	2.1	-0.6
C=CCN1C(=O)N/C(=C/c2ccc(C)o2)C1=O	-24.9	2.8	-10.0	2.2	0.4	-27.4	12.4	-11.9	1.4	-1.5
CC(C)(C)c1ccc(OCCCN2CCCC2)cc1	3.8	-1.8	-2.1	-6.3	-2.6	-23.8	2.2	-10.2	-2.6	-3.1
CS(=O)(=O)c1cnc(-c2ccccc2)nc1Oc1ccc(Cl)cc1	5.3	1.5	/	-1.0	-1.5	-19.6	24.4	/	-1.5	-4.6
O=C([C@H](Cc1ccccc1)NS(=O)(=O)c1ccc(Cl)cc1)N1CC[C@@]2(O)CCCC[C@H]2C1	2.5	2.9	4.6	-1.6	5.3	-9.8	1.8	19.4	4.7	-0.2
CN(Cc1cn(-c2ccccc2)nc1-c1ccc(Cl)cc1)C(=O)CCC(=O)O	-3.6	2.7	-12.8	-8.3	-4.2	-30.5	-0.2	-2.2	-5.1	-3.2
COc1ccc(C2OCC3(CO2)SC(=O)NC3=O)cc1OC (stereo unspecified)	-1.3	-1.6	-7.0	-0.4	-2.0	-22.3	14.8	-2.1	-3.4	-2.9
CCc1cc2c(-c3ccccc3)cc(=O)oc2c(CN2CCOCC2)c1O	-4.2	1.8	-0.4	-4.6	2.3	-18.8	41.2	10.6	-0.1	0.4
c1ccc2sc(NC3=NCN(CC4CCCO4)CN3)nc2c1 (stereo unspecified)	1.5	-1.7	-3.3	-2.5	-4.7	-24.1	-85.8	-1.0	6.9	2.4
CCC1S/C(=C(\C#N)C(=O)NCc2ccco2)N(c2ccc(Br)cc2)C1=O (stereo unspecified)	4.2	0.4	3.2	3.4	-0.3	-18.4	-2.3	13.7	1.5	-1.0
CCOc1ccc2nc(NC(=S)NCc3ccccc3)sc2c1	-0.4	2.1	-14.0	6.8	6.8	4.9	-39.7	-2.4	8.2	/
c1ccc(-n2nnnc2SCc2cn3cccnc3n2)cc1	1.7	-0.8	-2.6	15.5	-0.2	-41.6	20.7	-8.9	2.7	/
CCOc1ccc(CNC(=O)C2CCCN(S(=O)(=O)N3CC(C)CC(C)C3)C2)cc1OC (stereo unspecified)	-10.9	-3.6	7.9	-16.5	8.7	-4.2	10.8	-1.0	4.0	1.6
CCc1nnc(NS(=O)(=O)c2ccc(NC(=S)NC(=O)/C=C/c3ccc(OC)cc3)cc2)s1	3.0	0.4	6.0	-8.9	-1.7	-24.6	-0.3	-9.2	5.1	-2.2
Oc1c(Cl)cc(Cl)cc1Sc1cc(Cl)cc(Cl)c1O	/	2.0	-2.1	-0.6	-1.8	-13.9	16.0	-11.6	-1.3	1.6
COc1ccc(C(=O)CCN2CCCCCC2)cc1	-2.0	0.5	2.1	-6.4	0.1	-13.0	8.0	9.3	-1.9	/
CC1CCN(S(=O)(=O)c2cn(CC(=O)N3CCN(C)CC3)c(=O)c3ccccc23)CC1	-1.9	-3.2	-1.2	-1.5	-2.4	-14.1	-7.9	-15.8	-4.4	/
CCOC(=O)C1CCN(S(=O)(=O)Cc2ccc(Cl)cc2)CC1	-0.1	-5.6	-38.8	2.4	2.7	-5.5	-25.7	-46.6	-10.5	-2.3
CC1(C)Cc2c(cnn2-c2ccc(F)cc2)C(NC(=O)CCN2CCCC2=O)C1 (stereo unspecified)	/	0.8	9.6	-10.1	-8.8	-47.5	-49.3	16.3	0.2	-1.2
Cc1cc(C)cc(C(=O)/C=C2\NC(=O)CS2)c1	-43.7	0.7	-1.5	-0.4	-0.3	10.7	-24.3	-4.7	-1.2	-0.4
C=CCn1c(=N)n(CC(=O)c2ccc(Cl)cc2)c2ccccc21	-0.8	-0.9	1.2	10.0	-1.3	-71.9	-51.1	10.7	9.5	-0.8
CCOc1ccc(-c2cc(CCCC(=O)NCc3ccco3)no2)cc1	6.2	-1.1	-26.0	18.2	-4.9	-9.4	72.8*	-40.8	-0.7	0.4
CCN(C(=O)c1cc2cccc(OC)c2oc1=O)c1ccccc1	6.7	1.2	-3.8	4.3	4.1	-15.5	17.5	-3.5	-1.5	-0.6
Cc1cccc(CCNC(=O)CCc2nc(-c3ccccc3F)no2)c1	-3.7	-1.3	2.2	-7.4	-3.2	-19.4	-3.5	3.1	5.7	-0.1
CCOC(=O)C1CCCN(Cc2ccc(OCC)cc2)C1 (stereo unspecified)	-1.6	1.8	4.5	0.6	-2.0	-23.9	10.0	2.2	-0.4	0.2
Cc1occc1C(=O)Nc1c(F)c(F)c(F)c(F)c1F	-2.4	0.2	-1.5	-1.6	8.0	-8.1	29.9	7.1	4.6	-0.7
O=C(NNC1=C(C(=O)C(F)(F)F)CCC1)c1cccc(O)c1	3.3	1.0	-6.1	0.5	-0.1	-88.7	-152.6	-2.3	8.0	-2.1
O=C1CCCN1CCC1CCN(C(=O)Nc2ccccc2)CC1	1.4	-3.7	-67.9*	-1.1	-0.6	-25.0	-15.8	-72.6	-9.6	0.0
CCOc1ccc(NC(=NCc2ccc3c(c2)OCO3)SC2CC(=O)N(c3ccccc3)C2=O)cc1 (stereo unspecified)	5.4	2.7	10.8	-1.5	-0.5	-4.2	7.4	4.3	-9.2	0.2
CCN1CCC(N2CCN(c3ccc(Cl)cc3)CC2)CC1	/	2.5	-5.6	-15.2	2.6	-19.7	4.7	4.6	-5.0	-4.2
O=C(NCc1ccccn1)c1c(Cl)cccc1Cl	-7.0	-1.3	4.0	4.0	0.6	-35.9	-26.1	-3.2	0.1	5.9
O=C(NCCCN1CCOCC1)c1ccc(CS(=O)(=O)Cc2ccc(Cl)cc2)o1	-0.5	-1.8	0.0	7.4	-1.1	-53.4	-15.5	-1.6	-0.2	-2.6
O=C(NCC1OCCc2ccccc21)c1ccc(NC(=O)c2cccc(Br)c2)cc1 (stereo unspecified)	0.0	-5.4	-1.1	8.8	0.7	-13.1	28.1	6.6	-6.4	/
Cc1onc(-c2ccccc2)c1C(=O)NCc1ccccc1F	-5.6	2.0	-4.8	6.0	-6.3	7.0	5.2	-12.5	-2.3	-1.2

An excerpt of these results, with bars between the fields.
SMILES | DYRK1A inh | GSK3beta inhib | HSF1 inh | Platelet DG rel | HSP90 inh | KLF5 inhibitor | aSyn UTR inh | HSF-1 act | IEC-6 tox | GSK3A inh
CN(Cc1cn(-c2ccccc2)nc1-c1ccc(Cl)cc1)C(=O)CCC(=O)O | -3.6 | 2.7 | -12.8 | -8.3 | -4.2 | -30.5 | -0.2 | -2.2 | -5.1 | -3.2
COc1ccc(C2OCC3(CO2)SC(=O)NC3=O)cc1OC (stereo unspecified) | -1.3 | -1.6 | -7.0 | -0.4 | -2.0 | -22.3 | 14.8 | -2.1 | -3.4 | -2.9

More structures:
SMILES	DYRK1A inh	GSK3beta inhib	HSF1 inh	Platelet DG rel	HSP90 inh	KLF5 inhibitor	aSyn UTR inh	HSF-1 act	IEC-6 tox	GSK3A inh
CCOc1ccc(NC(=O)CC(NCc2ccccn2)C(=O)O)cc1 (stereo unspecified)	-2.0	2.7	-12.6	-2.3	-1.1	-2.6	6.0	-15.2	-8.5	-4.4
OCC1(CO)COC(CCc2ccccc2)=N1	4.5	2.9	-1.9	-0.9	-3.7	1.6	4.8	-3.3	5.6	-3.6
COC(=O)c1c(/N=C/NOCc2ccc(Cl)cc2)sc2c1CCN(c1ncc(C(F)(F)F)cc1Cl)C2	-0.7	0.4	-1.8	3.9	7.0	-14.3	9.7	-7.3	0.3	3.0
CC1=C(C(=O)OCc2ccccc2)C(c2ccccc2Br)NC(=O)N1 (stereo unspecified)	17.2	2.7	-0.4	-2.2	3.5	-26.6	19.1	16.6	-10.7	10.8
